High-throughput results (PubChem)
SMN2 splice up – increases expression of the SMN2 splice variant; HEK293 SMN2-luciferase splicing reporter, luminescence, 30-36 h; Potency, µM (highest dose often 46.1 µM), for inactives: top-dose activity change, positive = activation, usual class: activators; 210,000 compounds, 2.8% hits; also: % of control where 0% means no effect; nearly all actives have a fitted effect of over 55% in size
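qHTS luciferase splicing reporter: luminescence rises when SMN2 exon 7 is included in transfected HEK293 cells. Compound exposure lasted 30-36 h at 37C, with 4.5 mM final sodium butyrate as control, followed by a ONE-Glo read.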
Epigenetic derep – derepresses silenced GFP reporter in murine cells. 280,000 compounds, 0.2% hits. murine LDR cells, GFP reporter derepression, 30 h. Potency, µM (highest dose often 53.9 µM), for inactives: at the top dose GFP activation, actives largely listed as activators; also: % of control where 0% means no effect; nearly all actives have a fitted effect of over 60% in size
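Murine LDR cells bearing a silenced CMV-driven GFP reporter were exposed to compound for 30 h at 37 C. After PBS washes, GFP-positive cells (20-120 um objects) counted by laser-scanning microplate cytometry.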
Starred values were filed as active, the others as inactive; ? = inconclusive; [ ] = remark or other dose. Calls follow the shape of the dose curve; as a rule, active = well fitted curve in the direction sought with a large enough effect; inconclusive = small, poorly fitted or top-dose-only effect, or another doubt; inactive = no such curve, though single readings can be large; an effect the other way counts as inactive or inconclusive. Potency is read from the fitted curve at half-maximal effect. Not all compounds are listed (hit frequency here may not be typical).

Under each structure – SMN2 splice up | Epigenetic derep
CCOc1ccc(NC(=O)c2cc3cc4cc(OC)ccc4nc3s2)cc1
 : 2.3% | 3.8%
CCN(CC)CCCNC(=O)CCc1c(C)nc2c(c1C)c(=O)n(C)c(=O)n2C
 : -18.0% | 0.0%
CC(=O)N1c2ccccc2CC1C(=O)NCc1cccc(Cl)c1 (stereo not drawn)
 : 14.2% | 0.2%
CCOc1ccc(CNC(=O)COc2cc(=O)n(C)c3ccccc23)cc1
 : 4.3% | 0.0%
COc1cc(Cn2c(=O)sc3ccccc32)ccc1OC(C)C
 : -30.5%[inhibitor] | -1.0%
CSc1ccc(CCNC(=O)c2csc3c2CCCCC3)cc1
 : 2.5% | 0.0%
Cc1cc(N2CCN(c3ccc(F)cc3)CC2)n2cnnc2n1
 : -7.8% | -3.7%
COc1ccc(Br)cc1CNC(=O)C(C)n1nc(C)n2c(cc3occc32)c1=O (stereo not drawn)
 : 9.8% | 0.0%
Cc1ccc(-c2noc(COc3ccc(Br)c(C)c3)n2)cc1
 : 6.1% | 1.0%
O=C(c1ccc2c(Cl)c3c(nc2c1)CCCC3)N1CCN(c2ccccc2)CC1
 : 0.9% | 2.2%
Cc1ccc2oc(C(=O)Nc3ccc(S(=O)(=O)Nc4ncccn4)cc3)cc(=O)c2c1
 : 19.2% | 0.0%
O=C(Nc1ccc(Cl)c(C(F)(F)F)c1)c1cc2nc(-c3ccc4c(c3)OCO4)cc(C(F)(F)F)n2n1
 : 0.3% | 0.0%
CSc1ccccc1NC(=O)CCS(=O)(=O)c1nc(-c2ccc3c(c2)OCO3)cc(C(F)(F)F)n1
 : -5.0% | 1.8%
COC(=O)c1cc2oc3ccccc3c2n1CC(=O)Nc1ccc(C)cc1Cl
 : 5.4% | 10.8%
COc1ccc(-c2cc3nc(-c4ccc(Br)cc4)cc(C(F)(F)F)n3n2)cc1
 : 10.3% | 0.8%
CC(CNC(=O)c1ccc(CSc2nc3ccncc3n2Cc2ccccc2)cc1)c1ccccc1 (stereo not drawn)
 : -18.9% | ?
O=c1oc2ccc3ccccc3c2cc1-c1nnc(Nc2cccc(C(F)(F)F)c2)s1
 : 14.0% | 12.7%
COC(=O)c1cc2oc3ccccc3c2n1CC(=O)Nc1ccc(Cl)cc1F
 : 19.9% | 0.0%
CC(C)N(Cc1nc(-c2ccc(Cl)cc2)no1)C(=O)c1ccc(C(C)(C)C)cc1
 : -0.7% | 2.2%
CCOc1cc(C(=O)NCc2ccc3c(c2)CCN3C(=O)CC)cc(OCC)c1OCC
 : -1.9% | -4.0%
CCc1ccc(CNC(=O)CSc2cc(=O)n(C)c3ccc(Cl)cc23)cc1
 : -12.4% | 0.0%
O=C(c1ccc2c(c1)N(Cc1ccc(Cl)cc1)C(=O)c1ccccc1S2(=O)=O)N1CCCCC1
 : -11.6% | -1.1%
CCn1c2ccccc2c2cc(CN3CCN(Cc4cccc(Cl)c4)CC3)ccc21
 : -22.0% | -0.5%
CCOc1ccccc1NC(=O)C(=O)Nc1ccc2nc3n(c(=O)c2c1)CCCCC3
 : -2.5% | 0.7%
CSc1cccc(NS(=O)(=O)c2ccc3[nH]cc(C(=O)N4CCCC4)c(=O)c3c2)c1
 : -6.1% | -1.4%
Cc1ccc2c(c1)NC(c1cccnc1)=NC(c1ccc(F)cc1)=N2
 : -0.6% | -2.7%
Cc1ccc(NC(=O)Cn2c(=O)n(CCCCCC(=O)NCc3ccc(F)cc3)c(=O)c3sccc32)c(C)c1
 : -10.9% | 5.3%
Cc1ccc(Cl)cc1NC(=O)N1CCN(C)c2ncccc21
 : 1.7% | -1.2%
Cc1cc(C)c2oc(-c3ccc(C)c(NC(=O)/C=C/c4ccco4)c3)nc2c1
 : -8.6% | 4.3%
O=C(Cc1ccccc1)Nc1sc2c(c1C(=O)Nc1ccccc1Cl)CCCCC2
 : 5.6% | -0.8%

Under each structure – SMN2 splice up | Epigenetic derep
Cc1ccc(CN(Cc2ccco2)C(=O)COc2ccccc2C)cc1
 : -13.0% | 0.0%
O=C(Nc1cccc(NC(=O)c2ccc(Br)cc2)c1)c1ccccc1
 : 1.2% | 0.3%
Cc1ccc(Nc2cc(C)nc3nncn23)c(C)c1
 : -0.6% | 0.0%
Cc1ccc(C(=O)Nc2ccc(-c3nc4ccccc4o3)cc2)cc1Cl
 : 2.2% | -0.8%
CCC(C)S(=O)(=O)c1oc(-c2ccc(F)cc2)nc1S(=O)(=O)c1ccc(F)cc1 (stereo not drawn)
 : -94.1%[inhibitor] | 4.5%
Cc1ccc(C)c(S(=O)(=O)c2cn(C)c3cc(F)c(F)cc3c2=O)c1
 : 0.4% | 3.8%
CS(=O)(=O)n1nc(-c2ccco2)nc1NCc1ccccc1Cl
 : 23.0% | -1.0%
O=C(NCc1ccccc1)c1cc2sccc2n1Cc1ccc(Cl)cc1
 : -7.6% | 8.5%
O=C(NCCN1CCN(c2ccccc2)CC1)Nc1cccc(Br)c1
 : -10.4% | 1.2%
COc1cc(NC(=O)C2=C(C)Nc3nnnn3C2c2ccc(SC)cc2)c(OC)cc1Cl (stereo not drawn)
 : -0.1% | -0.2%
COc1ccc(NC(=O)C(Cc2ccccc2)NS(=O)(=O)c2ccc3c(c2)CCN3C(C)=O)cc1 (stereo not drawn)
 : -28.8% | 0.0%
COc1ccccc1CNC(=O)Cc1c(C)c2cc3c(C)coc3c(C)c2oc1=O
 : 1.9% | 5.9%
COCCNC(=O)CN1C(=O)COc2ccc(S(=O)(=O)N3CCCCCC3)cc21
 : -3.2% | -1.1%
COc1ccc(Cn2cc(C(=O)c3ccc(Cl)cc3)c(=O)c3cc4c(cc32)OCO4)cc1
 : -55.8%[inhibitor] | 0.0%
N#Cc1c(C(F)(F)F)cc(-c2cccs2)nc1SCC(=O)Nc1ccc(F)cc1
 : -8.5% | 7.9%
CCCCN(CC)CCNC(=O)CN1C(=O)COc2ccc(S(=O)(=O)N3CCOCC3)cc21
 : 10.9% | 0.0%
COc1cccc(NC(=O)CN2CCCN(S(=O)(=O)c3ccc(Br)cc3)CC2)c1
 : -12.1% | -0.2%
CCSc1ncc(Cl)c(C(=O)N(Cc2ccc(C(C)(C)C)cc2)C2CCS(=O)(=O)C2)n1 (stereo not drawn)
 : -5.6% | -1.9%
Cc1cccc(OCC(=O)N(Cc2sccc2C)C2CCS(=O)(=O)C2)c1 (stereo not drawn)
 : -0.8% | -1.0%
COc1cccc(CNCCSc2nnnn2C)c1OCc1ccccc1
 : ? | -1.1%
CC(=O)c1cccc(NC(=O)Nc2sc3nc4n(c(=O)c3c2C)CCC(C)CC4)c1 (stereo not drawn)
 : -3.9% | 0.8%
O=C(c1ccc2c(c1)N(Cc1ccccc1)C(=O)c1ccccc1S2(=O)=O)N1CCN(c2ccccc2)CC1
 : 2.5% | -1.1%
CCOC(=O)CSc1nc2sc3c(c2c(=O)n1-c1ccccc1)CCC(C(C)(C)C)C3 (stereo not drawn)
 : 5.6% | 1.4%
CCOC(=O)c1cc2c(=O)n3ccccc3nc2n(CC2CCCO2)c1=NC(=O)c1ccccc1Br (stereo not drawn)
 : 3.8% | -0.4%
COc1ccc(-c2oc3ncn4nc(COc5c(C)cccc5C)nc4c3c2-c2ccc(OC)cc2)cc1
 : -3.0% | -1.6%
O=C(Cn1c(=O)n(-c2ccc(Cl)cc2)c(=O)c2c3c(sc21)CCC3)c1ccccc1
 : -8.3% | -0.9%
Cc1ccc(N(CC(=O)Nc2cccc(Cl)c2)S(=O)(=O)c2cccs2)cc1
 : -35.8%[inhibitor] | -4.2%
Cc1cccc(CCNC(=O)C2CCCN(S(=O)(=O)c3ccc4c(c3)oc(=O)n4C)C2)c1 (stereo not drawn)
 : -3.2% | -1.7%
Cc1ccc2oc(=O)c3cc(C(=O)N4CCN(c5ccccc5F)CC4)sc3c2c1
 : -4.0% | 1.1%
COc1cc(NC(=O)CCS(=O)(=O)c2nc(-c3ccc4c(c3)OCO4)cc(C(F)(F)F)n2)cc(OC)c1OC
 : 4.9% | ?

Under each structure – SMN2 splice up | Epigenetic derep
CCC(C)NC(=O)c1sc2nc(C)c(C(=O)Nc3ccc(C)cc3C)c(-c3ccc(Br)cc3)c2c1N (stereo not drawn)
 : 17.3% | -1.5%
CCOc1ccc(-c2csc(/C(C#N)=C/c3ccc(Br)cc3)n2)cc1
 : -2.0% | ?
Cc1ccc2oc(C(=O)Nc3ccc(S(=O)(=O)N4CCCCCC4)cc3)cc(=O)c2c1
 : 5.4% | 1.9%
CCN(C(=O)C1CCCN(S(=O)(=O)c2c(C)noc2/C=C/N(C)C)C1)c1cccc(C)c1 (stereo not drawn)
 : -11.3% | -4.9%
O=C(c1cn(CCOc2ccc(Cl)cc2)c2ccccc12)C1CCCCC1
 : 9.2% | 0.8%
CCCCN(CCCC)CCNC(=O)c1cn(C)c2ccc(S(=O)(=O)N3CCOCC3)cc2c1=O
 : 5.4% | -0.8%
Cc1ccc(CNC(=O)c2ccc(Nc3nc4ccccc4n4nnnc34)cc2)cc1
 : 7.3% | 17.5%
Cc1cccc(NC(=O)Cn2c(=O)n(CC3CCC(C(=O)NCCc4ccccc4)CC3)c(=O)c3ccccc32)c1C (stereo not drawn)
 : 3.2% | 3.7%
CCN(CC)C(=O)CSc1nc2c(c(=O)n(C)c(=O)n2C)n1Cc1ccccc1
 : -1.6% | -0.2%
Cn1c(=O)c2sccc2n2c(CCC(=O)Nc3ccc(F)cc3)nnc12
 : -11.1% | -2.5%
COc1ccc(C2CC(=O)c3c([nH]c(C(=O)OCc4ccccc4)c3C)C2)cc1OC (stereo not drawn)
 : -1.4% | -1.3%
CCCCN(CC)CCNC(=O)Cn1cnc2sc(C)c(S(=O)(=O)N3CCN(c4ccccc4OC)CC3)c2c1=O
 : -1.2% | -0.9%
COc1ccc(CCNC(=O)CCc2c(C)nc3cc(-c4ccc(Cl)cc4)nn3c2C)c(OC)c1
 : 8.5% | 2.2%
O=C(Nc1ccc(Cl)c(-c2nc3ccccc3o2)c1)c1cccc2c(Cl)cccc12
 : 3.3% | 1.1%
Cc1ccn2c(Nc3ccc4c(c3)OCO4)c(-c3ccco3)nc2c1
 : 15.0% | -1.8%
Cc1cccc(C(C)C)c1NC(=O)c1ccc2c(c1)CCCN2S(C)(=O)=O
 : -20.4% | 7.0%
Cc1ccc(C)c(N(C)C(=O)c2cn(C)c(=O)c3ccccc23)c1
 : 6.0% | 1.5%
COc1cc(NC(=O)Cn2cc(S(=O)(=O)c3ccccc3)c(=O)c3ccccc32)cc(OC)c1
 : -21.3% | -2.6%
O=C(CSc1nc2c(oc3ccccc32)c(=O)n1Cc1ccco1)Nc1cccc(Cl)c1
 : -7.4% | 1.1%
Cc1ccc(NC(=O)Cn2c(=O)n(Cc3ccc(F)cc3)c(=O)c3cccnc32)cc1C
 : -0.8% | 2.7%
CCC12CN3CC(C)(CN(C1)C3c1c(C)n(C)c3ccccc13)C2=O (stereo not drawn)
 : 10.7% | 1.6%
Cc1cc(C)c(NC(=O)Cn2nnc3sc4c(c3c2=O)CCC(C(C)(C)C)C4)c(C)c1 (stereo not drawn)
 : -3.5% | 0.7%
CC(=O)Nc1ccc(NC(=O)c2cc3sccc3n2Cc2ccc(F)cc2)cc1
 : 1.5% | 2.4%
COc1ccc(NC(=O)CSc2nnc3scc(-c4ccc(Cl)cc4)n23)cc1
 : -2.9% | 0.9%
CCc1nn(CC(=O)NCCCN2CCN(C)CC2)c(=O)c2cc3occc3n12
 : 3.7% | 13.2%
COc1cc(C2c3c(-c4c(C)cc(C)cc4O)n[nH]c3C(=O)N2CCO)cc(OC)c1OC (stereo not drawn)
 : 12.3% | -10.9%
O=C(c1cccc(F)c1)N1CCC(c2c[nH]c3ccccc23)(c2c[nH]c3ccccc23)CC1
 : 0.1% | 0.3%
CCOc1ccc(NC(=O)c2c(NC(=O)c3ccncc3)sc3c2CCC(C(C)(C)C)C3)cc1 (stereo not drawn)
 : -10.6% | -0.9%
CCN(C(=O)c1coc(=O)c2ccccc12)c1ccccc1C
 : 5.6% | -0.6%
CCN1CCN(C(=O)c2ccc3c(c2)N(Cc2ccccc2F)C(=O)c2ccccc2S3(=O)=O)CC1
 : 4.5% | -0.3%
CCOc1ccc2nc(Cl)c(C3CC(c4ccccc4)=NN3C(=O)CCC(=O)O)cc2c1 (stereo not drawn)
 : -7.0% | -0.1%
O=C(Nc1ncc(Cc2ccccc2Cl)s1)c1ccc2c(c1)CC(c1ccccc1)OC2=O (stereo not drawn)
 : -4.5% | 0.0%

Some of these compounds in order of their number in Epigenetic derep, low to high:
smiles	Epigenetic derep
O=C(c1cn(CCOc2ccc(Cl)cc2)c2ccccc12)C1CCCCC1	0.8%
Cc1ccc2oc(C(=O)Nc3ccc(S(=O)(=O)N4CCCCCC4)cc3)cc(=O)c2c1	1.9%
Cc1cccc(C(C)C)c1NC(=O)c1ccc2c(c1)CCCN2S(C)(=O)=O	7.0%

A draw from above in order of heavy-atom count, descending:
Under each structure – SMN2 splice up | Epigenetic derep
CCC(C)NC(=O)c1sc2nc(C)c(C(=O)Nc3ccc(C)cc3C)c(-c3ccc(Br)cc3)c2c1N (stereo not drawn)
 : 17.3% | -1.5%
Cc1ccc(NC(=O)Cn2c(=O)n(Cc3ccc(F)cc3)c(=O)c3cccnc32)cc1C
 : -0.8% | 2.7%
COc1ccc(C2CC(=O)c3c([nH]c(C(=O)OCc4ccccc4)c3C)C2)cc1OC (stereo not drawn)
 : -1.4% | -1.3%
CC(=O)Nc1ccc(NC(=O)c2cc3sccc3n2Cc2ccc(F)cc2)cc1
 : 1.5% | 2.4%
COc1ccc(NC(=O)CSc2nnc3scc(-c4ccc(Cl)cc4)n23)cc1
 : -2.9% | 0.9%
CCN(C(=O)c1coc(=O)c2ccccc12)c1ccccc1C
 : 5.6% | -0.6%
